HKDC1 inhibitor = HKDC1 hexokinase inhibitors, primary screen, biochemical, fluorescence, uHTS | 340,000 compounds, 0.16% hits | inhibition, % at 20 µM | recombinant HKDC1, G6PDH/diaphorase resazurin coupled fluorescence | AID 493160, 2011;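 active means inhibition above about 35% when tested at 20 µM, limit read from the data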;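 further: plate controls were DMSO wells with enzyme for no effect and DMSO wells lacking enzyme for full effect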
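Material: recombinant HKDC1 hexokinase; Amount: HKDC1 at 5 µg/mL; Medium: Tris pH 8.0 buffer with MgCl2, Tween-20, BSA, BME; Schedule: 90 min reaction incubation at room temperature, dark; Technique: coupled resazurin fluorescence, excitation 525 nm, emission 613 nm.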
SENP8 block-1 = human SENP8 protease inhibitors, primary screen, biochemical, fluorescence, Nedd8 protein substrate, uHTS; AID 602440, 2012; inhibition, % at 20 µM; recombinant SENP8; 360,000 compounds, 0.64% hits; Sentrin-specific protease 8 (Homo sapiens), Q96LD8; in the data active means inhibition mostly above about 40%, no sharp cut-off; inactive means mostly below about 27%
Target sequence (Q96LD8 whole entry, looked up): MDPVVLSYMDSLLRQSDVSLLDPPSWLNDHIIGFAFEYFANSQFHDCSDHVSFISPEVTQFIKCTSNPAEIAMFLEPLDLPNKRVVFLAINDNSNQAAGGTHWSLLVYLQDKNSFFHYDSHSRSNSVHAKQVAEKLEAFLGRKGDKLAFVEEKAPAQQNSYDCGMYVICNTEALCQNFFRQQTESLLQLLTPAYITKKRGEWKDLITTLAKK
NLRP3 yeast inh = NALP3 inflammasome inhibitors in reconstituted yeast, primary screen, luminescence, uHTS | Yeast reconstituted NLRP3/ASC/caspase-1, beta-gal luminescence, 24 h | inhibition, % at 10 µM | 330,000 compounds, 0.39% hits;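 active means inhibition of 50% or more; inactive means inhibition below 50%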;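 further: plate controls were induced DMSO wells for no effect and uninduced yeast grown without galactose for full effect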
SENP8 block-2 = SENP8 protease inhibitors, primary screen, biochemical, luminescence | AID 2540, 2010 | inhibition, % at 10 µM | Sentrin-specific protease 8 (Homo sapiens), Q96LD8 | 330,000 compounds, 1.2% hits | purified SENP8, Z-RLRGG-aminoluciferin cleavage; in the data active means inhibition above about 50%
SENP7 inh = SENP7 protease inhibitors, primary screen, biochemical, luminescence, uHTS. Sentrin-specific protease 7 (Homo sapiens), Q9BQF6. recombinant SENP7, Z-RLRGG-aminoluciferin luminescence, 40 min. inhibition, % at 5 µM. 330,000 compounds, 1.5% hits;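 active means inhibition above about 50% at the single test dose, limit read from the data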;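 further: plate controls were DMSO with enzyme for no effect and no enzyme buffer wells for full effect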
SENP1 FRET inh = human SENP1 catalytic domain inhibitors, primary screen, biochemical, FRET, uHTS | 360,000 compounds, 0.21% hits | recombinant SENP1 catalytic domain, CyPet-SUMO1-YPet FRET cleavage | inhibition, % at 10 µM;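 active means inhibition at least 30% at 10 µM, raw YFP signal under a set limit, fluorescence ratio 0.5 to 1.5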;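 further: 0% = enzyme with DMSO and 100% = no enzyme wells; some results filed as inactive read as strong as hits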
Target sequence (Q9P0U3 419-644 limits assumed): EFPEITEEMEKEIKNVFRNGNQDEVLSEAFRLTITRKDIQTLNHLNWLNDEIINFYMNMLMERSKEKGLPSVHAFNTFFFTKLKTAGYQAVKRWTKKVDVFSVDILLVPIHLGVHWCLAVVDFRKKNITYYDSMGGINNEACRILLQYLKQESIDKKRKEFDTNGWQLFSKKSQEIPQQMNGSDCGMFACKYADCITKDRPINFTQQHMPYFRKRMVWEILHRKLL
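Material – human SENP1 catalytic domain · Input – SENP1 enzyme, 20 pM final · Compound dosing – single concentration of 10 µM compound, 0.5% DMSO final · Timing – enzyme reaction for 50 min at room temperature, dark · Measured by – FRET fluorescence in CFP and YFP emission channels · Control set – no-enzyme wells low, DMSO-plus-enzyme wells high control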
Apaf1 inhib = inhibitors of human Apaf-1 apoptosome, primary screen, biochemical, DEVD-Rh110 fluorescence, uHTS; Apoptotic protease-activating factor 1 (Homo sapiens), O14727; reconstituted apoptosome caspase-3 activity; inhibition, % at 20 µM; 330,000 compounds, 0.71% hits; AID 489030, 2010; active means inhibition of at least 40% at 20 µM;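 further: plate controls were DMSO wells for no effect and DEVD-CHO caspase inhibitor wells for full effect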
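Assay system – apoptosome proteins · Medium – Hepes buffer, pH 7.5 · Also added – cytochrome c with DEVD-Rh110 · Timing – 30 min compound preincubation, 50 min activation, room temperature · Detection – Rh110 fluorescence, excitation 480 nm, emission 540 nm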
SENP6 block = SENP6 protease inhibitors, primary screen, biochemical, luminescence, uHTS. Recombinant SENP6 catalytic domain, aminoluciferin luminescence. inhibition, % at 10 µM. 330,000 compounds, 1.8% hits. AID 2599, 2010;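 active means inhibition above about 50% at the single tested dose, limit read from the data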;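 further: plate controls were DMSO wells with enzyme for no effect and DMSO wells lacking enzyme for full effect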
Target sequence (Q9GZR1 628-1112 limits assumed): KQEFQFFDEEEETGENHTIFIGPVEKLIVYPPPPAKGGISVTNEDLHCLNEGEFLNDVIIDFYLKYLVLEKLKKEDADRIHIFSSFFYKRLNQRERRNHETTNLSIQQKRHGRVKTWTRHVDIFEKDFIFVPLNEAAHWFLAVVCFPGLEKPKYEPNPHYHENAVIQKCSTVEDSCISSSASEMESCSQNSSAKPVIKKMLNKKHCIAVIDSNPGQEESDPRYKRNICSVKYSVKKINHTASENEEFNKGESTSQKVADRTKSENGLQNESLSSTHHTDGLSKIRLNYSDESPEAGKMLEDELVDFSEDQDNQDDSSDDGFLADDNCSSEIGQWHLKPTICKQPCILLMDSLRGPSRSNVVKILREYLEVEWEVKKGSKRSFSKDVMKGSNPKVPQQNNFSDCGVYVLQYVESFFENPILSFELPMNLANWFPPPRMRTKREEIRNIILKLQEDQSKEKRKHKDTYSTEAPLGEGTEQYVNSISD
PfGluPho inh = PfG6PD enzyme inhibitors, primary screen, biochemical, fluorescence intensity, uHTS; AID 504690, 2011; glucose-6-phosphate dehydrogenase-6-phosphogluconolactonase (Plasmodium falciparum 3D7); 350,000 compounds, 0.78% hits; inhibition, % at 20 µM; PfGluPho enzyme, NADPH resazurin-diaphorase fluorescence;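 active means inhibition reaching at least a set limit at 20 µM in the primary screen, cut at about 59% in these data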;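 further: 0% = DMSO wells with substrate and 100% = DMSO wells lacking glucose-6-phosphate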
Starred values were filed as active, the others as inactive; · = no result given. An unsorted share of the library, and some 4.1% of all compounds hit somewhere here.

Start of the listing, in advance, three compounds:
SMILES	HKDC1 inhibitor	SENP8 block-1	NLRP3 yeast inh	SENP8 block-2	SENP7 inh	SENP1 FRET inh	Apaf1 inhib	SENP6 block	PfGluPho inh
CCOC(=O)N1CCN(C(=O)/C=C/c2ccc(OC)c(OC)c2)CC1	4	-97	10	7	5	2	-11	9	-14
CCCCS(=O)(=O)Nc1ccc2c(c1)ncn2C1CCCCC1	-1	10	6	-4	9	1	-17	-12	14
CC1CN(CCOc2ccc(Cl)c(Cl)c2)CC(C)O1 (stereo not drawn)	-2	9	34	-8	8	1	5	0	11

The listing, previewed entries included:
SMILES	HKDC1 inhibitor	SENP8 block-1	NLRP3 yeast inh	SENP8 block-2	SENP7 inh	SENP1 FRET inh	Apaf1 inhib	SENP6 block	PfGluPho inh
CCOC(=O)N1CCN(C(=O)/C=C/c2ccc(OC)c(OC)c2)CC1	4	-97	10	7	5	2	-11	9	-14
CCCCS(=O)(=O)Nc1ccc2c(c1)ncn2C1CCCCC1	-1	10	6	-4	9	1	-17	-12	14
CC1CN(CCOc2ccc(Cl)c(Cl)c2)CC(C)O1 (stereo not drawn)	-2	9	34	-8	8	1	5	0	11
O=c1c2ccccc2c(C=Nc2ccccc2O)c(O)n1-c1nccs1	0	-78	6	0	-2	-37	-14	6	-19
COc1ccc(C2(O)CC3CCC(C2)N3c2cc(C)nc(-c3ccccc3)n2)cc1 (stereo not drawn)	11	-22	-4	8	3	-1	9	-2	2
Cc1ccc(C(=O)NCCN2C3=NC[C@H](Cc4ccc(O)cc4)N3C[C@H]2Cc2ccc(O)cc2)cc1Br	6	13	19	-18	12	-2	9	-23	22
Nc1nnc(SCCCC(=O)c2ccc(F)cc2)s1	-10	10	13	-2	8	1	-2	-17	-7
CC1=NN(c2ccccc2)C(=O)/C1=C/c1c(O)n(-c2ccc(F)cc2)[nH]c1=O	5	31	14	31	-2	4	21	58*	-1
O=C(NC1CC1)C1=C[C@@H](C2CCCCC2)C[C@@H](OCCCCO)O1	-3	11	-5	-3	1	1	-2	-15	-25
C=CCNC(=O)CC(C)C(CCCCC)C(=O)O (stereo not drawn)	-11	17	3	1	2	-1	-1	-20	-5
CC(C)(CCO)NC(=S)NC1CC2C=CC1C2 (stereo not drawn)	-6	17	7	-2	7	-3	-3	-17	4
NS(=O)(=O)c1ccc(NC(=O)COC(=O)c2ncc(Cl)c(Cl)c2Cl)cc1	-1	7	13	-1	1	1	2	-22	4
COc1ccccc1N1CCN(C(=O)C2CCN(S(=O)(=O)N3CCOCC3)CC2)CC1	-12	25	·	·	·	0	·	·	-15
O=C(CCNC(=O)c1ccccc1Cl)Nc1ccc(S(=O)(=O)Nc2ncccn2)cc1	0	3	5	-4	2	-4	-4	16	-2
Cc1occc1-c1nnc(SCCCC(=O)c2ccc(F)cc2)n1C	-7	14	-3	3	10	1	13	-11	9
COCCNC(=O)CCc1nnc(Cc2ccc(-c3ccccc3)cc2)o1	-3	3	-4	-2	3	1	-22	-24	-2
CCOc1ccc(S(=O)(=O)N2CCN(C)CC2)cc1NC(=O)c1ccccc1F	3	8	19	-3	1	-1	15	-14	-7
O=C(c1noc2c1CCc1ccccc1-2)N1CCOCC1	-1	14	20	-17	-4	4	-3	-15	-5
CCN(CC)C(=S)SCC(=O)c1ccccc1	-7	12	29	3	3	-1	13	9	-5
COc1ccccc1CCNC(=O)C(=O)NCC1OCCN1S(=O)(=O)c1cccs1 (stereo not drawn)	-1	0	7	-2	-5	-3	14	-7	16
O=C(CSCc1ccc(Cl)cc1)Nc1cccc(C(=O)Nc2ccccc2C(=O)O)c1	9	23	14	2	5	4	8	0	-32
CC(C)c1ccc(/C=C/C(=O)N2CCOCC2)cc1	-2	17	16	-2	2	0	2	0	14
CC(C(=O)Nc1sc2c(c1C#N)CCCCC2)N1C(=O)c2ccccc2C1=O (stereo not drawn)	0	9	13	-3	2	1	13	-6	-38
COc1ccc(NC2CC(=O)N(C(C)C)C2=O)cc1 (stereo not drawn)	-2	25	35	-19	14	4	-4	-9	17
COc1ccc2[nH]c3c(c2c1)CCN1C(=O)C(CC(=O)NCCC2=CCCCC2)C[C@H](C(=O)N2CCCCC2)[C@@]31CCc1ccccc1 (stereo partly drawn)	8	6	·	·	12	-1	10	·	-8
CCOc1ccc(/C=C(\C)C(=O)c2c(C)cc(C)[nH]c2=O)cc1	-7	7	12	16	2	1	1	13	7
Cn1c(=O)n(C)c2cc(NS(=O)(=O)c3ccccc3)ccc21	-1	3	13	-7	-9	-1	4	-9	1
COC(=O)C(NS(=O)(=O)c1ccc(C)cc1)c1ccccc1 (stereo not drawn)	-8	5	11	-11	-6	3	2	8	-3
CCn1cc(SCC(=O)N2CCOCC2)c2ccccc21	-2	12	12	1	-3	4	4	-14	-1
Cc1ccc2nc(-c3cccc(NC(=O)c4ccco4)c3)[nH]c2c1	7	-33	6	87*	95*	-1	12	92*	58
COc1cccc(NC(=O)CN2C(=O)NC(Cc3c[nH]c4ccccc34)C2=O)c1 (stereo not drawn)	-2	14	9	-15	1	1	8	-20	-2
CO/N=C/C(NC(=O)c1ccc(C(F)(F)F)cc1)C(=O)OC (stereo not drawn)	-3	12	2	-26	7	-2	-11	-22	-1
CC(C)Oc1ccc(NC(=O)CCC(=O)O)cc1	-5	4	1	-1	-1	1	11	-4	-5
Cc1ccc(COC(=O)CCCN=C2NS(=O)(=O)c3ccccc32)cc1	-2	11	14	3	-1	2	5	-6	4
COc1ccc(CCNS(=O)(=O)c2cc3c4c(c2)CCN4C(=O)CC3)cc1	-1	10	19	0	9	-1	5	-20	-6
Cc1ccc(C)c(Oc2ccc(S(=O)(=O)N3CCN(C)CC3)cn2)c1	2	28	19	-8	0	1	-6	-1	3
NC(=O)CC(NC(=O)Cc1cccc2ccccc12)c1ccc(N2CCc3ccccc3C2)c([N+](=O)[O-])c1 (stereo not drawn)	2	-58	16	6	-4	-1	4	-2	12
O=C(/C=C/c1ccc([N+](=O)[O-])cc1)/C=C/c1ccco1	·	18	5	-3	5	-27	43*	-55	·
Cc1ccc(-c2nnc(NC(=O)c3ccco3)s2)cc1	-4	-187	32	-3	8	-6	7	2	-17
CCCOc1ccc(N2C(=O)C3ON(c4ccccc4)C(c4ccc(O)c(OC)c4)C3C2=O)cc1 (stereo not drawn)	3	4	-9	3	3	0	18	-5	-19

Some of the entries so far, as comma-separated lines.
SMILES,HKDC1 inhibitor,SENP8 block-1,NLRP3 yeast inh,SENP8 block-2,SENP7 inh,SENP1 FRET inh,Apaf1 inhib,SENP6 block,PfGluPho inh
Cc1ccc(C)c(Oc2ccc(S(=O)(=O)N3CCN(C)CC3)cn2)c1,2,28,19,-8,0,1,-6,-1,3
CCCOc1ccc(N2C(=O)C3ON(c4ccccc4)C(c4ccc(O)c(OC)c4)C3C2=O)cc1 (stereo not drawn),3,4,-9,3,3,0,18,-5,-19
Cc1ccc(COC(=O)CCCN=C2NS(=O)(=O)c3ccccc32)cc1,-2,11,14,3,-1,2,5,-6,4
COc1cccc(NC(=O)CN2C(=O)NC(Cc3c[nH]c4ccccc34)C2=O)c1 (stereo not drawn),-2,14,9,-15,1,1,8,-20,-2

Next part:
SMILES	HKDC1 inhibitor	SENP8 block-1	NLRP3 yeast inh	SENP8 block-2	SENP7 inh	SENP1 FRET inh	Apaf1 inhib	SENP6 block	PfGluPho inh
CS(=O)(=O)c1ccccc1-c1nnc(NC(=O)C2=COCCO2)o1	-7	-6	16	1	-3	0	5	8	-5
Clc1cccc(N2CCN(Cc3ccc(Br)o3)CC2)c1	-5	16	7	-1	5	2	6	1	1
CCCCn1c(N)c(N(CCOC)C(=O)c2ccc(N3C(=O)c4ccccc4C3=O)cc2)c(=O)[nH]c1=O	-2	10	·	·	·	-1	·	·	5
O=C(O)/C=C/C(=O)Nc1ccc(SC(F)(F)F)cc1	-6	4	13	4	-3	-2	8	4	-20
Cn1c(N)c(-c2nc3cccnc3n2C)sc1=S	-4	-300	26	-6	4	-36	-1	0	-6
CCCCn1c(SCC(=O)N2CCCCC2C)nc2cc(S(N)(=O)=O)ccc21 (stereo not drawn)	-3	22	6	-1	-2	5	1	7	25
COc1ccccc1C(=O)COC(=O)c1ccc(N(C)C)cc1	4	6	23	30	36	4	7	44	9
COc1ccc(Cc2nnc(NC(=O)CS(=O)(=O)c3ccccc3)s2)cc1OC	2	3	3	-7	-12	-2	3	12	-17
Cc1ccccc1NC(=O)C(=O)Nc1ccccc1C	-7	11	17	9	80*	0	2	30	11
CC(OC(=O)c1ccc(Cl)c(S(=O)(=O)N2CCOCC2)c1)C(=O)Nc1ccc(S(N)(=O)=O)cc1 (stereo not drawn)	-4	-42	17	-7	-9	3	3	-13	1
COCCNC(=O)c1ccc2c(c1)ncn2-c1cccc(C)c1	-2	9	11	-2	-2	0	2	-18	-20
O=C(CN(C(=O)CNS(=O)(=O)c1ccccc1)c1ccc2c(c1)OCCO2)NC1CCCCC1	-7	18	8	-3	-10	0	6	4	2

Screens: PubChem, Sanford-Burnham Center for Chemical Genomics
